MC4R ag barr: human MC4R agonism via beta-arrestin; P32245; U2OS MC4R beta-arrestin complementation, luminescence; percent of melanotan II response, DMSO zero; activation, % at 8.9 µM; 360,000 tested, 0.98% active;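 active = activation above a per-plate cutoff, the mean activation of sample wells on that plate plus 3 SD, cut at about 8% in these data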
Target sequence (P32245 whole entry, looked up): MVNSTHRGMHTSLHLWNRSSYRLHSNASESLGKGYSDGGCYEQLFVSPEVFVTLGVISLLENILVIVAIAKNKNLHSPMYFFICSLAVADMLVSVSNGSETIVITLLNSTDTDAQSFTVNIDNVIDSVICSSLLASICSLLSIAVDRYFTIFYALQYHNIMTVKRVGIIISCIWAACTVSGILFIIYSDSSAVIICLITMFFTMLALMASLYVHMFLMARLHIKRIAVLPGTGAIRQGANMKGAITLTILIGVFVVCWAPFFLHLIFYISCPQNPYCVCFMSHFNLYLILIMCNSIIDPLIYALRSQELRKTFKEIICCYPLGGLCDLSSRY
MC4R antagonist: blocks human MC4R cAMP signaling. 360,000 tested, 0.48% active. inhibition, % at 6.5 µM. MC4R-expressing cells, MTII-stimulated cAMP, LANCE TR-FRET. P32245. AID 540295;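 active = inhibition above its plate's cutoff, the mean of tested wells on that plate plus 3 SD, cut at about 29% in these data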;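 also: 0% = Melanotan II alone and 100% = Melanotan II plus saturating MCL0020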
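system = U2OS cells with stable human MC4R expression | also added = Melanotan II challenge after compound preincubation | dosing = one concentration, 6.5 µM nominal | incubation = compound 30 min, challenge 1 h, detection 1 h | measured by = TR-FRET with Eu-cAMP and labeled anti-cAMP, 671 nm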
NCOA1 inh: human NCOA1 inhibition; HEK293 GAL4-SRC1 luciferase reporter, luminescence; Q15788; inhibition, % at 3.6 µM; 360,000 tested, 0.12% active;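 active = inhibition above the campaign mean plus 3 SD, with each screening campaign given its own cutoff, cut at about 60% in these data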;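 also: 0% = DMSO treated cells and 100% = gossypol at 36 µM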
SRC3 inh: inhibits human SRC3 coactivator; HEK293 GAL4-SRC3 luciferase reporter, luminescence; 360,000 tested, 0.17% active; inhibition, % at 3.6 µM;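 active = inhibition above a per-campaign cutoff, the mean of all compounds plus 3 SD, cut at about 60% in these data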;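 also: 0% = DMSO-treated cells and 100% = gossypol-treated cells at 36 µM; higher means less SRC3-driven luciferase light from the GAL4 reporter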
NOD2 RIPK2 PPI: inhibitors of human NOD2-RIPK2 interaction; 360,000 tested, 0.38% active; CHO BLA complementation NOD2-RIPK2, CCF4 ratio; inhibition, % at 4.98 µM; in the data active = inhibition above about 21%;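 also: 0% = vehicle only and 100% = reference blocker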
Target sequence (O43353 whole entry, looked up): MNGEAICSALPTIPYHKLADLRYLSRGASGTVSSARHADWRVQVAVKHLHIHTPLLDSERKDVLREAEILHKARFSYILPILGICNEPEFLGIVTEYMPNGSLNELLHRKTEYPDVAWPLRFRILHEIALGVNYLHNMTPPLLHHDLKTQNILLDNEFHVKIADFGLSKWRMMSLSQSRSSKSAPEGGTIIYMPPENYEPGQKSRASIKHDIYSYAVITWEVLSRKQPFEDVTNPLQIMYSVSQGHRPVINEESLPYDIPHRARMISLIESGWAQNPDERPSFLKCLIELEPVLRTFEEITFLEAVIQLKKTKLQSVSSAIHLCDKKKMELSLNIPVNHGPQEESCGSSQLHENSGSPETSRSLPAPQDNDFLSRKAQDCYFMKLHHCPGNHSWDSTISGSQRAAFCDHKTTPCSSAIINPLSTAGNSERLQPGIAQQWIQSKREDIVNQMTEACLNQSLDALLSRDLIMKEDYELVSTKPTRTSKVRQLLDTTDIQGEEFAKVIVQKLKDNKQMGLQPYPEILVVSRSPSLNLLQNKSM
LRH-1 inv ag: inverse agonists of human LRH-1 (NR5A2) | HEK293T StAR-luciferase reporter, LRH-1 transfected, 24 h | inhibition, % at 3.6 µM | 360,000 tested, 0.13% active | AID 602396;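 active = inhibition above the mean inhibition of all tested compounds plus 3 SD, cut at about 73% in these data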;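 also: 0% = DMSO wells and 100% = reporter-only cells lacking LRH-1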
NR2F2 inh: NR2F2 (human) inhibition, primary screen; HEK293T NGFI-A luciferase reporter, luminescence; 370,000 tested, 0.7% active; inhibition, % at 8.6 µM; P24468;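 active = inhibition above a per-plate cutoff, mean inhibition of test wells between control levels plus 3 SD, cut at about 38% in these data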;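 also: cells cotransfected with COUP-TFII expression vector driving the NGFI-A reporter; 0% = median of COUP-TF2 test wells and 100% = reporter-only cells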
ABHD5-PLIN5 inh: ABHD5-PLIN5 protein interaction inhibition; Q00G26+Q8WTS1; Split G. princeps luciferase complementation, luminescence, 4 h; inhibition, % at 4 µM; 360,000 tested, 0.78% active; AID 602281;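 active = inhibition above the mean inhibition across every tested compound plus 3 SD, cut at about 22% in these data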;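 also: 0% = DMSO only wells and the 100% control is not disclosed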
SRC2 inh: human SRC2 (NCOA2) inhibition; HEK293 GAL4-SRC2 luciferase reporter, luminescence; Q15596; AID 651957; inhibition, % at 9 µM; 370,000 tested, 0.17% active;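 active = inhibition above the mean inhibition of all tested compounds plus 3 SD, set per campaign, cut at about 52% in these data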;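 also: 0% = DMSO treated cells and 100% = cells given Gossypol at 36 µM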
EBV LMP1 NFkB: inhibitors of Epstein-Barr LMP1-induced NF-kappaB reporter | inhibition, % at 12.5 µM | 350,000 tested, 0.69% active | LMP1-induced NF-kappaB luciferase reporter cells, luminescence; in the data active = inhibition above about 41%;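 also: 0% = neutral control wells and 100% = reference inhibitor control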
TLR9-MyD88 inh: blocks human TLR9 binding to MyD88; Q9NR96+Q99836; inhibition, % at 4.98 µM; 340,000 tested, 0.21% active; AID 504734; CHO BLA complementation TLR9-MyD88, CCF4 FRET ratio;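 active = inhibition above the mean over all tested compounds plus 3 SD, cut at about 21% in these data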;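 also: 0% = DMSO only wells and 100% = clavulanate BLA inhibitor control wells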
Starred values were filed as active, the others as inactive; . = no result given.

MC4R ag barr	MC4R antagonist	NCOA1 inh	SRC3 inh	NOD2 RIPK2 PPI	LRH-1 inv ag	NR2F2 inh	ABHD5-PLIN5 inh	SRC2 inh	EBV LMP1 NFkB	TLR9-MyD88 inh	SMILES
-0.5	4.3	-3.5	-15.1	-12.6	1.9	0.0	-1.9	-5.0	0.5	-4.4	COc1ccc(-c2cc(C(=O)Nc3c(C)n(C)n(-c4ccccc4)c3=O)c3ccccc3n2)cc1
2.4	4.0	-10.9	-30.2	-10.8	13.8	-12.2	2.7	-23.1	4.9	6.2	COc1cccc(CC(=O)OCC(=O)NCC(=O)Nc2cccc(C)c2C)c1
-3.1	11.6	-9.2	13.0	-2.5	11.8	6.2	8.3	2.1	-16.2	-9.2	CCOc1ccc(NS(=O)(=O)c2ccc(OCC(=O)N3CCCC3)cc2)cc1
-2.2	-5.9	-14.8	12.7	-5.8	16.4	10.3	2.8	6.3	0.8	3.7	CCOc1ccc(N(C(C)=O)C2C=CS(=O)(=O)C2)cc1 (configuration not stated)
0.6	-2.8	11.8	24.0	-4.3	-3.1	-7.4	2.8	-10.0	-1.6	-5.1	O=C(NC1=NCCS1)c1ccccc1OCc1ccc(F)cc1
-0.1	0.2	-24.1	-3.4	-12.3	10.4	-15.5	3.3	-0.4	0.0	-3.7	Cc1cc(NC(=O)COC(=O)CNC(=O)c2cccs2)c([N+](=O)[O-])cc1C
0.2	0.6	-13.4	18.1	-2.0	-8.4	2.2	2.7	4.6	-1.7	12.4	Cc1ccc(C2OC3=C(C(=O)CC(C)(C)C3)C(N)=C2C#N)o1 (configuration not stated)
-1.7	-3.3	3.8	1.2	-3.9	-11.1	18.3	-0.9	29.4	7.6	4.9	COc1ccc(C)cc1S(=O)(=O)N1CCN(c2cccc(C(F)(F)F)c2)CC1
3.3	3.5	-9.0	-1.4	-3.2	0.8	-10.0	-4.8	-6.8	-0.4	-13.6	O=C(OCC#CCSc1nnc(-c2ccccc2)o1)c1cc2ccccc2o1
-2.4	7.0	7.3	-14.4	-2.1	3.7	4.2	0.9	0.9	-0.4	5.1	CCC(C)c1ccccc1N=Cc1ccc2c(c1)OCO2 (configuration not stated)
0.0	20.3	-5.8	5.1	-5.7	-9.4	8.4	-2.0	16.1	-3.4	.	Cc1ccc(SCCC(=O)N/N=C/c2ccncc2)cc1
-0.9	2.5	4.8	9.5	-5.3	13.5	11.3	1.6	-4.7	35.4	3.4	Cc1ccc(NC(=O)C2CCCN(S(=O)(=O)c3cnc[nH]3)C2)c(Br)c1 (configuration not stated)
-2.6	9.0	-2.9	20.8	9.4	-6.5	4.5	2.9	3.9	1.7	2.3	C=CCn1c(SCc2ccc(Cl)c(Cl)c2)nnc1C(CO)NC(=O)c1ccc(OC)cc1 (configuration not stated)
-0.6	6.4	-27.5	-50.4	2.1	-6.8	-17.8	3.9	-13.7	-31.4	5.7	CCOC(=O)c1[nH]c(C)c(C(=O)Nc2ccc3c(c2)CCC3)c1C
-1.0	2.8	-0.3	-2.1	-2.2	15.9	3.0	0.7	3.8	8.3	6.5	CCN(Cc1ccccc1)C(c1cc2cc(C)cc(C)c2[nH]c1=O)c1nnnn1CCOC (configuration not stated)
-1.6	4.8	5.4	7.2	4.9	10.1	2.6	9.6	3.3	-3.8	-1.0	CCCCNC(=O)Nc1cc(C(=O)OC)ccc1Cl
-1.3	-0.2	-1.6	6.8	-6.2	-11.7	7.8	-13.7	4.9	-1.3	-14.7	COC(=O)c1c(C)[nH]c(C(=O)OCc2csc(CC(=O)Nc3ccccc3C)n2)c1C
-3.2	15.4	16.2	3.3	3.6	2.1	23.5	5.4	14.7	6.1	-7.1	CN(C)c1nc(N(C)C)nc(N2CC(=O)N(c3ccccc3)C2=N)n1
-0.8	8.4	8.4	9.8	6.2	7.1	22.9	-3.2	7.8	1.1	9.2	C=C(C)COc1ccc(-c2ncncc2-c2ccccc2)c(O)c1
3.4	4.9	-4.6	21.0	-2.4	-22.1	-15.7	2.0	-24.9	3.6	-10.7	COCCN(CC(=O)Nc1cccc(C)c1C)C(=O)c1cc2ccccc2cc1OC
-2.7	20.3	-1.5	15.2	-0.1	-5.5	18.2	-9.4	21.8	2.6	3.0	CS(=O)(=O)Nc1nc2n(n1)C(c1ccccc1)CC(c1ccccc1)N2 (configuration not stated)
2.5	10.5	-6.5	-2.1	9.9	-9.0	-12.1	1.9	13.6	-10.0	2.7	CCOc1cccc2cc(C(=O)NCc3ccccc3Cl)c(=O)oc12
-1.8	7.0	16.3	-0.9	-13.4	0.9	2.0	6.6	-15.2	-2.3	-10.1	CC(C)CC(NC(N)=O)C(=O)NCCc1ccc(Cl)cc1 (configuration not stated)
-1.1	2.7	6.5	3.6	3.9	-8.4	0.8	3.1	8.8	-4.6	-0.3	Cc1cc2ncn(C3CC(=O)N(Cc4ccc(N5CCCC5=O)cc4)C3=O)c2cc1C (configuration not stated)
-3.1	5.3	11.6	-1.3	11.3	12.6	-0.9	-3.3	16.2	-8.8	14.7	O=[N+]([O-])c1ccc2[nH]cc(S(=O)(=O)N3CCN(c4cccc(Cl)c4)CC3)c2c1

Random excerpt: 2 records from the list
MC4R ag barr	MC4R antagonist	NCOA1 inh	SRC3 inh	NOD2 RIPK2 PPI	LRH-1 inv ag	NR2F2 inh	ABHD5-PLIN5 inh	SRC2 inh	EBV LMP1 NFkB	TLR9-MyD88 inh	SMILES
-3.1	5.3	11.6	-1.3	11.3	12.6	-0.9	-3.3	16.2	-8.8	14.7	O=[N+]([O-])c1ccc2[nH]cc(S(=O)(=O)N3CCN(c4cccc(Cl)c4)CC3)c2c1
-1.7	-3.3	3.8	1.2	-3.9	-11.1	18.3	-0.9	29.4	7.6	4.9	COc1ccc(C)cc1S(=O)(=O)N1CCN(c2cccc(C(F)(F)F)c2)CC1

Next structures
MC4R ag barr	MC4R antagonist	NCOA1 inh	SRC3 inh	NOD2 RIPK2 PPI	LRH-1 inv ag	NR2F2 inh	ABHD5-PLIN5 inh	SRC2 inh	EBV LMP1 NFkB	TLR9-MyD88 inh	SMILES
1.8	-4.0	-31.0	-19.7	-18.0	-73.6	-8.6	11.7	-11.8	-10.7	2.1	c1ccc(SCCN2CCc3ccccc3C2)cc1
2.9	13.9	-3.1	-10.2	-2.3	-3.9	-2.2	-3.7	-31.8	.	.	Cn1c(Nc2ccc(F)cc2)nc2cc(-c3ccsc3)sc2c1=O
-0.5	5.5	19.3	-8.8	-12.5	2.0	2.1	-7.8	3.6	-1.1	1.3	O=Cc1c(NCCc2ccc(F)cc2)c2ccccc2[nH]c1=O
-0.4	7.3	-3.4	13.7	-1.4	-10.6	-3.9	3.5	1.1	.	.	CCOc1ccccc1-c1cncc(NC)n1
-0.8	0.4	-37.8	-22.7	-5.6	-11.0	-5.1	-4.9	-23.9	-11.6	3.9	CCN(CC)c1nc2c(s1)C(=O)CC(C)(C)C2
-2.7	-1.8	5.7	13.8	-5.6	-20.9	-6.2	0.2	18.0	-3.0	4.2	O=[N+]([O-])c1cc(C(F)(F)F)cc([N+](=O)[O-])c1NCCCN1CCOCC1
0.7	7.2	-0.6	13.9	-0.6	-17.8	-9.7	-0.8	-32.0	-0.3	8.7	O=c1[nH]nc2n1CCCCC2
-1.4	1.9	-6.8	4.8	1.9	0.5	-11.8	-0.5	13.2	-3.0	12.7	CCC(=O)Nc1ccc(S(=O)(=O)Nc2c(NC)c3ccccc3oc2=O)cc1
0.9	11.0	9.1	-17.3	-6.3	-3.2	6.1	1.5	9.2	8.5	2.9	O=C(COc1ccccc1)Nc1nnc(S(=O)(=O)N2CCCCCC2)s1
-2.1	-2.9	17.0	63.7*	-10.8	91.3*	-33.6	0.7	8.1	28.4	5.0	O=[N+]([O-])c1ccc(O)c(/C=N/Nc2nc3ccccc3[nH]2)c1
0.9	5.0	-13.5	3.4	-2.0	5.3	-1.8	0.4	-10.1	0.5	-2.3	COc1ccc(CCNC(=O)COC(=O)CCC(=O)c2ccc(F)cc2)cc1OC
-0.8	-29.4	-40.2	-10.1	5.3	-26.5	-18.3	2.4	-33.4	-2.7	-9.8	CN(C)c1ccc(/C=C2/NC(=O)NC2=O)cc1
-2.4	6.2	-20.7	-2.3	-7.3	0.5	1.6	3.0	3.2	5.6	7.0	O=[N+]([O-])c1ccc(/C=N/N2CCN(c3ccncc3S(=O)(=O)N3CCCCC3)CC2)cc1
3.7	1.7	10.4	12.9	-9.1	-20.8	0.6	5.0	18.0	-0.6	-2.5	O=S(=O)(NCc1cn2ccccc2n1)c1cc(F)ccc1F
-1.0	4.2	-19.2	0.5	-3.6	-21.3	-11.4	3.9	-9.4	-22.5	-1.0	O=C(Nc1c(C(=O)N2CCC(N3CCCCC3)CC2)oc2ccccc12)c1c(F)cccc1F
-1.5	1.7	-5.3	16.7	11.1	5.3	19.6	-5.1	-7.5	-2.8	3.5	COc1ccc(CCC(=O)Nc2cc([N+](=O)[O-])ccc2OC)cc1
0.4	3.3	-44.4	32.2	4.4	6.5	3.8	7.6	1.8	3.9	0.6	Cc1cccc(CC(=O)N2CCC(n3nccc3NC(=O)C3CC3)CC2)c1
-0.7	3.2	-11.0	9.4	-2.9	4.7	-10.3	-0.7	4.0	-0.9	-13.4	C=CCN(CC=C)C(=S)NC(=O)/C=C/c1ccc(C)cc1
5.2	5.7	-71.8	-120.1	9.8	3.5	-20.5	-6.8	-73.2	-7.8	1.0	Cc1ccc(O)c(N/C=C/C(=O)c2ccc(F)cc2)c1
-2.5	0.2	-2.7	6.0	-3.4	2.1	-1.6	2.7	-30.8	1.1	-8.2	O=C(O[C@@H](C(=O)O)[C@@H](OC(=O)c1ccccc1)C(=O)O)c1ccccc1
0.3	-1.3	2.3	-5.3	-2.0	-10.0	4.8	2.1	-16.7	.	.	CCN(CC)c1ncnc2c1ncn2[C@H]1CN(Cc2ccccc2)C[C@@H](CO)O1
-2.3	12.0	8.2	7.3	-9.6	4.6	5.4	-0.9	7.9	5.5	-4.2	CC(C)=CCN1CCN(Cc2cnc(N3CCCC3)s2)CC1CCO (configuration not stated)
-2.1	-2.4	-22.0	12.8	0.6	-12.3	-3.0	2.2	-19.9	0.9	0.6	C/C(=N\NC(=O)c1ccc2ccccc2c1)c1cccnc1
0.7	-4.6	-91.4	-20.0	-4.5	-13.3	-10.3	0.8	-53.5	-3.7	0.6	CCOC(=O)N/N=C/c1cc(C)n(-c2ccccc2)c1C
5.2	2.3	-33.1	-4.0	-0.9	-10.8	14.8	6.1	19.9	9.8	-7.1	COc1ccc(NC(=O)CSc2nnc(CNC(=O)c3ccco3)o2)cc1
0.0	6.7	-7.1	-5.0	7.1	7.8	-10.8	-2.4	6.4	-2.4	1.6	CC1CN(Cc2nc3c(c(=O)n(C)c(=O)n3C)n2Cc2ccccc2)CC(C)O1 (configuration not stated)
0.0	0.3	2.0	-3.2	-4.7	7.2	-16.2	5.8	3.8	-2.4	1.2	COc1ccc(NC(=O)/C(=C\c2ccccc2)NC(=O)c2ccco2)cc1
0.8	14.8	-21.9	0.2	-9.8	-1.1	-39.7	0.7	5.6	-3.8	-10.1	O=C(N/N=C/c1ccccc1)C(=O)N/N=C/c1ccccc1

A portion of the library; rates above refer to the full screens.
